SUMO Mot1 rescue = inhibitors of SUMOylation pathway: yeast Mot1-301 growth rescue | S. cerevisiae Mot1-301 growth rescue, ATP luminescence, 38.5C; percent above DMSO median, 100 means doubled | growth rescue, % at 18.8 µM | 320,000 compounds, 1% hits | AID 2716;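 active = every valid replicate shows activation above 250% relative to neutral control wells; inactive = the rest, any valid replicate at or below 250%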;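 also: OY570 slx delta 5 strain wells were the positive control but not used for scaling; some compounds called inactive have numbers as strong as hits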
phage Ecoli inh = E. coli growth loss with phage present; growth absorbance; inhibition, % at 11.9 µM; 360,000 compounds, 0.26% hits; in the data active = inhibition above about 11%
E coli growth = reduces bacterial viability in AddAB counter-screen; E. coli V3065 growth, OD600 absorbance, 18 h; inhibition, % at 11.9 µM; 330,000 compounds, 0.27% hits; AID 449728;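 active = inhibition above the campaign's mean inhibition across all tested compounds plus 3 SD, cut at about 9.9% in these data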;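 also: uninfected addAB+ strain grown without phage in ampicillin broth; 0% = DMSO wells and 100% = ciprofloxacin 0.95 µg/ml wells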
AddAB inh = less growth of phage-infected E. coli with AddAB; E. coli expressing H. pylori AddAB, absorbance growth; inhibition, % at 11.9 µM; 330,000 compounds, 0.29% hits; in the data active = inhibition above about 12%;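 also: 0% = vehicle wells of infected cells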
Numbers without * were called inactive. A portion of the library; the hit share may differ from the screen's.

1	C#CCOCCOCCOCCNc1nc(N2CCN(C(=O)[C@H](CCC(=O)O)n3cc(C(N)Cc4ccc(O)cc4)nn3)CC2)nc(N2CCN(C(=O)[C@H](CCC(=O)O)n3cc(C(N)Cc4ccc(O)cc4)nn3)CC2)n1 (stereo partly specified)
2	O=C(CSc1nnc(NC(=O)c2ccccc2Cl)s1)Nc1ccc2c(c1)oc1ccccc12
3	COC(=O)C1=C(C(=O)OC)[C@@H]2Nc3ccccc3[C@@]23C[C@@H](C(=O)OC)N(C(=O)NC2CCCCC2)C3=N1
4	CN1CCN(C(=O)CN(c2ccccc2)S(=O)(=O)N(C)C)CC1
5	O=c1c2ccccc2c(C=Nc2ccc(S(=O)(=O)Nc3ncccn3)cc2)c(O)n1-c1cccc(Cl)c1
6	CCN1C(=O)[C@H]2[C@@H](c3ccc(-c4ccc(F)cc4)c(OC)c3)N[C@@](CC(C)C)(C(=O)OC)[C@H]2C1=O
7	COC(=O)[C@@]1(Cc2ccc(F)cc2)[C@H]2c3cc(C(=O)N(C)C)n(Cc4ccccn4)c3C[C@H]2CN1C(=O)c1ccccc1
8	COc1cccc(Cn2c(NCc3ccco3)nc3c2c(=O)n(C)c(=O)n3C)c1
9	O=C1/C(=C/c2cccnc2)CCC/C1=C\c1cccnc1
10	COC(=O)[C@@]1(Cc2ccc(F)cc2)[C@H]2c3cc(C(=O)N4CCCC4)n(Cc4ccc(C(F)(F)F)nc4)c3C[C@H]2CN1C(=O)c1ccccc1
assay / compound	1	2	3	4	5	6	7	8	9	10
SUMO Mot1 rescue	-0.6	-19.5	0.3	-11.3	3.4	5.6	-7.3	203.6	111.0	-14.6
phage Ecoli inh	2.5	-0.7	2.9	2.7	1.6	3.0	0.6	3.2	3.2	1.6
E coli growth	0.2	-1.9	2.7	0.6	-1.3	-1.5	-3.3	0.7	2.1	-0.9
AddAB inh	2.2	-1.5	1.9	0.3	-0.3	1.1	2.3	0.0	2.4	1.1

11	CC(=O)NC(Cc1ccccc1C)C(=O)NC1CCN(c2ncccc2[N+](=O)[O-])CC1 (stereo unspecified)
12	Cc1nc(C2CCC3C4CCC5=CC(=O)CC[C@]5(C)C4CC[C@]23C)cs1 (stereo partly specified)
13	COc1cccc(N2CCN(c3ncnc4c3[nH]c3ccccc34)CC2C)c1 (stereo unspecified)
14	CCCC[C@@H]1C[C@H]1[C@@H](NC(=O)c1ccco1)c1ccc(C(=O)OC)cc1
15	CCOC(=O)/C=c1\s/c(=C\c2sccc2C)c(=O)n1CC(=O)NCc1ccc(C)cc1
16	CNC(=O)c1c(NC(=O)c2ccc(S(=O)(=O)N(C)c3ccccc3)cc2)sc2c1CCN(C(C)C)C2
17	C(=N\Nc1nc(Nc2ccccc2)nc(N2CCOCC2)n1)/c1c[nH]c2ccccc12
18	COc1ccc(OC)c(N=C2SCCCN2C(=O)c2ccc(N3C(=O)CCC3=O)cc2)c1
19	CCOc1cc(S(=O)(=O)NCc2ccccn2)c(C)cc1C
20	NC1=NC(c2cn[nH]c2-c2ccc(F)cc2)n2c(nc3ccccc32)N1 (stereo unspecified)
assay / compound	11	12	13	14	15	16	17	18	19	20
SUMO Mot1 rescue	-5.6	-11.7	522.7*	372.0	-13.6	0.3	-28.9	345.7	-2.5	24.2
phage Ecoli inh	1.7	-2.5	5.8	4.5	3.0	-1.6	2.8	-1.6	0.3	5.6
E coli growth	-1.6	-0.1	5.0	-2.6	2.5	-2.0	-1.2	2.4	-0.8	3.0
AddAB inh	0.5	-1.6	3.7	3.1	2.0	1.5	-1.6	-1.2	-1.7	1.9

21	C=C(C)c1sc(-c2ccccc2)nc1C
22	CNC(=O)c1c(NC(=O)c2ccc(S(=O)(=O)N3CCCC3)cc2)sc2c1CCN(C(C)C)C2
23	COc1ccc(S(=O)(=O)N2CCN(CC(=O)N3CCOCC3)CC2)cc1OC
24	O=C(NCC(=O)N(c1cccnc1)C(C(=O)NC1CCCC1)c1ccc(F)cc1)c1ccco1 (stereo unspecified)
25	O=C(NCCc1ccccc1)c1ccccc1NC(=O)C1CCCCC1C(=O)O (stereo unspecified)
26	CCOC(OCC)c1cn(Cc2ccc3c(c2)C(=O)c2ccccc2C3=O)nn1
27	O=C(Cc1ccccc1F)Nc1cc(S(=O)(=O)N2CCOCC2)ccc1N1CCCC1
28	CCNc1nnc(-c2ccccc2OC)s1
29	COc1ccc(OC)c(Nc2nnc(C)c(=O)[nH]2)c1
30	O=C1C=CCC(/C=C/c2ccccc2)O1 (stereo unspecified)
assay / compound	21	22	23	24	25	26	27	28	29	30
SUMO Mot1 rescue	0.0	14.4	22.7	-4.8	3.8	17.2	6.1	-4.6	10.0	61.3
phage Ecoli inh	2.5	4.0	0.4	3.2	2.9	0.8	1.6	3.0	4.2	0.6
E coli growth	-0.4	-1.5	0.8	-0.6	-0.9	-3.0	-0.9	2.4	-1.7	1.3
AddAB inh	-0.8	-0.1	0.2	5.5	0.7	-0.5	0.5	-1.6	-1.2	0.0

31	O=C(C1=C[C@H](c2csc3ccccc23)C[C@H](OCc2ccc(CO)cc2)O1)N1CCCCCCC1
32	CCCc1nc2sc3c(=O)[nH]cnc3c2c2c1CCCC2
33	O=C1CSC(c2cn(-c3ccccc3)nc2-c2cccs2)N1Cc1ccccc1 (stereo unspecified)
34	O=C(Oc1ccccc1O)c1cccc2ccccc12
35	CCSCc1nnc(SCC(=O)Nc2nc(C)cs2)n1C
36	Nc1c(C(=O)NCCc2ccc(Cl)cc2)sc2ccc(S(=O)(=O)N3CCCCC3)cc12
37	C#CCOCCOCCOCCNc1nc(N2CCN(C(=O)C([C@@H](C)CC)n3cc(C(N)COC(=O)C(F)(F)F)nn3)CC2)nc(N2CCN(C(=O)[C@H](Cc3ccc(O)cc3)n3cc(C(N)[C@H](C)CC)nn3)CC2)n1 (stereo partly specified)
38	COc1ccccc1CNC(=O)c1cccc(-c2ccc(C)c3ccccc23)n1
39	O=C1C=C(NCc2ccc3c(c2)OCO3)CC(c2ccccc2)C1 (stereo unspecified)
40	CCOc1cc(/C=C2/C(=O)ON=C2C)ccc1OCc1ccccc1
assay / compound	31	32	33	34	35	36	37	38	39	40
SUMO Mot1 rescue	-0.4	6.1	-3.7	9.2	4.6	33.5	1.9	-16.6	68.0	1.2
phage Ecoli inh	1.3	1.5	3.4	1.3	3.5	3.4	1.8	0.2	3.5	3.4
E coli growth	-2.9	-1.7	-0.9	0.9	-1.9	-0.6	-2.4	-0.7	0.6	2.2
AddAB inh	1.9	-3.5	2.9	-0.9	1.4	-1.0	0.3	3.5	-0.8	2.0

Single records (already shown). Screens in order: SUMO Mot1 rescue, phage Ecoli inh, E coli growth, AddAB inh
Shown for C#CCOCCOCCOCCNc1nc(N2CCN(C(=O)C([C@@H](C)CC)n3cc(C(N)COC(=O)C(F)(F)F)nn3)CC2)nc(N2CCN(C(=O)[C@H](Cc3ccc(O)cc3)n3cc(C(N)[C@H](C)CC)nn3)CC2)n1 (stereo partly specified) → 1.9, 1.8, -2.4, 0.3
Shown for O=C1CSC(c2cn(-c3ccccc3)nc2-c2cccs2)N1Cc1ccccc1 (stereo unspecified) → -3.7, 3.4, -0.9, 2.9
Shown for O=C(Oc1ccccc1O)c1cccc2ccccc12 → 9.2, 1.3, 0.9, -0.9
Shown for O=C1C=C(NCc2ccc3c(c2)OCO3)CC(c2ccccc2)C1 (stereo unspecified) → 68.0, 3.5, 0.6, -0.8

(list continues)
41	Cc1ccc2nc3n(c(=O)c2c1)-c1ccc(Cl)cc1C(=O)NC3Cc1ccccc1 (stereo unspecified)
42	Cn1c(/N=C/c2cc(Cl)ccc2O)nc2ccccc21
43	COc1ccc(-c2nc(NC(=O)CSc3nnc4ccccn34)ns2)cc1
44	COc1ccccc1N1CCN(/N=C/c2ccc(O)c(O)c2)CC1
45	Cn1c(N)c(C(=O)Nc2ccccc2)c(=O)[nH]c1=O
46	CN1C(=O)c2ccccc2C(C(=O)NCCCN2CCCC2=O)C1c1c[nH]c2ccccc12 (stereo unspecified)
47	CCC(C)NC(=O)c1cc(Sc2nnc(C)s2)nc2ccccc12 (stereo unspecified)
48	COc1ccc(-n2c(=S)[nH]c3cc(C(=O)Nc4ccccc4OC)ccc3c2=O)cc1
49	CC1CCN(C(=O)COC(=O)CCC(=O)c2ccc(F)cc2)CC1
50	Cn1c(=O)cc(SCC(=O)Nc2ccccn2)c2ccccc21
assay / compound	41	42	43	44	45	46	47	48	49	50
SUMO Mot1 rescue	13.9	2.4	-4.3	-25.5	5.0	-4.6	319.1	35.5	15.7	1.9
phage Ecoli inh	1.2	1.3	1.2	1.4	1.0	5.0	2.2	2.9	2.9	3.5
E coli growth	-0.7	2.4	-1.9	0.5	-4.1	0.9	-3.1	1.3	-1.6	1.4
AddAB inh	2.6	2.8	-0.3	2.3	2.1	5.9	1.2	2.3	-1.3	2.0

51	O=C(NCc1ccccc1)c1ccc(Cl)cc1
52	O=C(c1cc2ccccc2c(=O)o1)N1CCCC1
53	COc1cc(OC)c(C2CC(=O)N3CN(c4ccccc4C)CSC3=C2C#N)cc1OC (stereo unspecified)
54	COc1cc([N+](=O)[O-])ccc1NC(=O)CSc1nc2ccccc2n1-c1ccccc1
55	Cc1sc2nc(CN3CCC(C)CC3)nc(Cl)c2c1C
56	Oc1ccc2ccccc2c1CNc1ccc(Br)cc1
57	N#C/C(=C\c1ccc(OCc2ccccc2)cc1)C(=O)Nc1ccc(C(=O)O)cc1
58	Nc1ccc2nc(-c3ccc(-c4nc5ccc(N)cc5[nH]4)cc3)[nH]c2c1
59	O=S(=O)(Nc1nc2ccccc2nc1-[n+]1cccc(N=C([O-])c2ccc(Cl)cc2)c1)c1ccccc1
60	COc1ccc(-c2noc(CCC(=O)Nc3nc4ccccc4s3)n2)cc1
assay / compound	51	52	53	54	55	56	57	58	59	60
SUMO Mot1 rescue	-19.8	-12.6	107.0	-1.9	24.0	37.8	105.3	122.1	174.8	4.7
phage Ecoli inh	2.0	3.5	1.2	2.0	0.8	-3.3	-1.2	0.9	-0.1	-2.8
E coli growth	1.8	-0.9	1.1	1.5	-1.6	-0.5	0.4	-1.0	0.4	0.5
AddAB inh	3.0	3.0	2.1	1.9	-1.0	-1.1	1.7	-2.6	1.5	2.7

61	Cc1ccccc1NC(=O)c1ccc(Cl)c(NC(=O)c2cccnc2)c1
62	CC1(C)C2CCC1(C)C(OC(=O)CC(=O)O)C2 (stereo unspecified)
63	CCC/C=C(\CCC)C(NC(=O)c1ccc(C(=O)OC)cc1)c1ccc(C(=O)OC)cc1 (stereo unspecified)
64	Cn1cccc1/C=N/NC(=O)c1sc2cc(Cl)ccc2c1Cl
65	CCn1c(C)nc2cc(C(=O)NNC(=O)Nc3ccc(Cl)c(Cl)c3)ccc21
66	Cc1ccc(N(CCC(=O)Nc2nnc(C3CC3)s2)S(=O)(=O)c2ccccc2)cc1
67	CCOC(=O)c1c(NC(=O)CSc2nc3cc(Cl)ccc3s2)sc(C(C)=O)c1C
68	COc1ccc2[nH]c(C)c(C(=O)CN(C)CC3OCCO3)c2c1
69	C/C(=N\NC(=O)c1ccccn1)c1ccc(C(=O)O)s1
70	COc1ccc(OC)c(C=NNC(=O)c2ccc(NS(=O)(=O)c3cccs3)cc2)c1
assay / compound	61	62	63	64	65	66	67	68	69	70
SUMO Mot1 rescue	-25.0	182.0	-16.6	-10.2	3.8	9.2	-1.1	-6.8	8.9	-11.1
phage Ecoli inh	4.1	-0.7	-0.1	4.1	3.9	1.8	3.0	0.1	4.0	3.3
E coli growth	0.6	-2.3	0.9	4.2	-2.8	1.0	-0.9	0.5	-1.1	1.1
AddAB inh	3.9	0.4	4.1	2.1	0.3	5.3	-0.4	0.1	-1.7	-0.1

An excerpt from above in order of length of the SMILES, ascending.
35	CCSCc1nnc(SCC(=O)Nc2nc(C)cs2)n1C
39	O=C1C=C(NCc2ccc3c(c2)OCO3)CC(c2ccccc2)C1 (stereo unspecified)
49	CC1CCN(C(=O)COC(=O)CCC(=O)c2ccc(F)cc2)CC1
15	CCOC(=O)/C=c1\s/c(=C\c2sccc2C)c(=O)n1CC(=O)NCc1ccc(C)cc1
assay / compound	35	39	49	15
SUMO Mot1 rescue	4.6	68.0	15.7	-13.6
phage Ecoli inh	3.5	3.5	2.9	3.0
E coli growth	-1.9	0.6	-1.6	2.5
AddAB inh	1.4	-0.8	-1.3	2.0

Continued:
71	Cc1ccc(N2C(=O)c3cccc4c(C(=O)O)ccc(c34)C2=O)cc1
72	CC(=O)Nc1c(O)nc(C)[nH]c1=O
73	C=CCn1cnc2c(c1=O)c1nc3ccccc3nc1n2-c1ccc(C)cc1
74	COc1ccc(S(=O)(=O)NCc2ccc(C(=O)NCc3cccnc3)cc2)cc1
75	CCN(C(=O)CSc1nc(C)nc2sc3c(c12)CCC3)C1CCS(=O)(=O)C1 (stereo unspecified)
assay / compound	71	72	73	74	75
SUMO Mot1 rescue	-1.8	-23.5	-20.4	-14.8	2.4
phage Ecoli inh	4.4	1.9	3.6	4.7	5.2
E coli growth	0.1	-0.6	1.0	0.8	-1.8
AddAB inh	2.2	1.4	-1.9	3.6	-1.5
